TLR9-MyD88 block – TLR9-MyD88 interaction inhibition. Q9NR96+Q99836. CHO BLA complementation TLR9-MyD88, CCF4 FRET ratio. inhibition, % at 4.98 µM. 340,000 tested, 0.21% active;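 active = inhibition above the mean over all tested compounds plus 3 SD, cut at about 21% in these data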;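 note: 0% = DMSO only wells and 100% = clavulanate BLA inhibitor control wells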
N-glyco inh – N-linked glycosylation inhibition; D54 ERlucT glycosylation luciferase reporter, 24 h; percent of 100 nM tunicamycin response; reporter increase, % at 12.5 µM; 360,000 tested, 0.23% active; AID 588692;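 active = mean luciferase reporter signal, scaled so untreated is 0 and the glycosylation-blocking control 100, at or above a set limit in every replicate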;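 note: luciferase carries N-glycosylation sites so blocking glycosylation raises the light; 0% = median of neutral control wells and 100% = median of 100 nM tunicamycin wells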
MC4R ag barr – human MC4R agonism via beta-arrestin; P32245; U2OS MC4R beta-arrestin complementation, luminescence; percent of melanotan II response, DMSO zero; activation, % at 8.9 µM; 360,000 tested, 0.98% active;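 active = activation above a per-plate cutoff, the mean activation of sample wells on that plate plus 3 SD, cut at about 8% in these data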
Target sequence (P32245 whole entry, looked up): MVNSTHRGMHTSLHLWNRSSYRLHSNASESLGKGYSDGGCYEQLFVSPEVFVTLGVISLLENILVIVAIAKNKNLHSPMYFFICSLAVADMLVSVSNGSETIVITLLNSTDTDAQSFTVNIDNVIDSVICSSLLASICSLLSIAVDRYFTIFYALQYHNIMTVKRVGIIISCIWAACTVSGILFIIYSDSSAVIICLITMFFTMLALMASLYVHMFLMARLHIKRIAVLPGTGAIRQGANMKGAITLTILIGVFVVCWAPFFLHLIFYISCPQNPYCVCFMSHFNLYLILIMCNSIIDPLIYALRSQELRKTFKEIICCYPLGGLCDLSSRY
H9c2 protect – protects H9c2 cardiomyocytes from peroxide injury; H2O2 injury protection, ATPLite, 2 h; protection from H2O2 cell death, % at 20 µM; 360,000 tested, 0.63% active;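 active = compounds giving at least 50% protection of heart cells from peroxide-induced death in the single-dose screen, raw or plate-pattern-corrected value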;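 note: 0% = DMSO wells with peroxide and 100% = DMSO wells without peroxide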
NCOA2 inhibitor – inhibits human steroid receptor coactivator 2; inhibition, % at 9 µM; Q15596; HEK293 GAL4-SRC2 luciferase reporter, luminescence; 370,000 tested, 0.17% active;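 active = inhibition above the mean inhibition of all tested compounds plus 3 SD, set per campaign, cut at about 52% in these data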;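 note: 0% = DMSO treated cells and 100% = cells given Gossypol at 36 µM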
m5-HT2A agonist – activates the mouse 5-HT2A serotonin receptor; activation, % at 7.6 µM; 360,000 tested, 0.66% active; CHO-K1 mHTR2A beta-arrestin complementation, luminescence; percent of 30 µM serotonin response;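 active = activation above a run cutoff, the mean activation of all tested compounds plus 3 SD, cut at about 14% in these data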;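 note: 0% = plate median of compound wells and 100% = 30 µM serotonin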
Target sequence (P35363 whole entry, looked up): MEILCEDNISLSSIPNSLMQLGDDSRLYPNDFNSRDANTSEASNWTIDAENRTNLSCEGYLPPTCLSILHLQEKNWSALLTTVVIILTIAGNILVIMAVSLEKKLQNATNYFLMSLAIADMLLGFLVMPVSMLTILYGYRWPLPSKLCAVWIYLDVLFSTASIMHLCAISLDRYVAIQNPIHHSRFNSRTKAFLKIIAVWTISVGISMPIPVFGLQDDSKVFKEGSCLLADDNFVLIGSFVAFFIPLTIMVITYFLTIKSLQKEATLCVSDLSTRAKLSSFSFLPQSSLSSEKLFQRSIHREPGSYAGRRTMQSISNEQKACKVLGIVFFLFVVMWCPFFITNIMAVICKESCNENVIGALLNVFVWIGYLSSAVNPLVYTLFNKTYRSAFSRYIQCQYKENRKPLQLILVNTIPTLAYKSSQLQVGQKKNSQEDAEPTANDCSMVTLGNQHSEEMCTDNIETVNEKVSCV
NOD2 RIPK2 PPI – NOD2-RIPK2 protein interaction inhibition; O43353; CHO BLA complementation NOD2-RIPK2, CCF4 ratio; inhibition, % at 4.98 µM; 360,000 tested, 0.38% active; AID 624267; in the data active = inhibition above about 21%;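 note: 0% = vehicle only and 100% = reference blocker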
ABCB6 inh MLPCN – blocks the human ABCB6 transporter. fluorescence ratio to DMSO, % at 10 µM. K562-ABCB6 porphyrin accumulation, flow cytometry, 1 h; hits give low values. Q9NP58. 360,000 tested, 0.19% active;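 active = fluorescence ratio to DMSO below 75%, the collection mean minus 3 SD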;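 note: signal is porphyrin accumulated inside mitochondria; 100% equals median channel fluorescence of DMSO control wells; lower ratio means ABCB6 inhibition with less porphyrin fluorescence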
ABHD5-PLIN5 inh – blocks binding of human ABHD5 to perilipin-5; Split G. princeps luciferase complementation, luminescence, 4 h; inhibition, % at 4 µM; 360,000 tested, 0.78% active; AID 602281;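 active = inhibition above the mean inhibition across every tested compound plus 3 SD, cut at about 22% in these data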;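 note: 0% = DMSO only wells and the 100% control is not disclosed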
MC4R antagonist – antagonists of human melanocortin 4 receptor (MC4R). MC4R-expressing cells, MTII-stimulated cAMP, LANCE TR-FRET. inhibition, % at 6.5 µM. 360,000 tested, 0.48% active. AID 540295;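 active = inhibition above its plate's cutoff, the mean of tested wells on that plate plus 3 SD, cut at about 29% in these data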;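 note: 0% = Melanotan II alone and 100% = Melanotan II plus saturating MCL0020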
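Test system: U2OS cells stably expressing human melanocortin 4 receptor (MC4R); also added: Melanotan II challenge; compound: 6.5 µM single dose; timing: 30-min compound preincubation, 1-h Melanotan II challenge, 1-h detection, room temperature; signal: Eu-cAMP/anti-cAMP TR-FRET, emission 671 nm; repeats: one well per compound, no replicates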
Numbers without * were called inactive; . = no result given. This is a subset (hit frequency here may not be typical).

SMILES	TLR9-MyD88 block	N-glyco inh	MC4R ag barr	H9c2 protect	NCOA2 inhibitor	m5-HT2A agonist	NOD2 RIPK2 PPI	ABCB6 inh MLPCN	ABHD5-PLIN5 inh	MC4R antagonist
Cc1noc(C)c1S(=O)(=O)N(C)C[C@H]1Oc2ccc(NC(=O)C3CCCCC3)cc2C(=O)N([C@H](C)CO)C[C@@H]1C	-6	3	-1.6	5	-10	7	-13	96	-4	0
O=C(CCN1CCCCO1)N1CCCC(Nc2ccc(F)cc2)C1 (stereo not given)	-11	1	-0.2	-3	2	-2	-10	97	-2	1
Cc1ccccc1N1CC(C(=O)NC2CCCC2)CC1=O (stereo not given)	4	2	-1.1	4	8	-2	10	95	-2	-2
O=C(Nc1ccccc1F)c1cc(S(=O)(=O)N2CCCCC2)cs1	-7	-4	-0.8	-2	21	-6	-5	102	2	4
CCOC(=O)CNC(=O)C1(/C=C/c2ccccc2)CC(=O)N1c1ccc(C)cc1 (stereo not given)	9	-2	0.4	7	-8	2	4	97	5	7
Cc1cc(Nc2ccc(C(=O)O)cc2)n2nc(C)nc2n1	7	0	-0.4	19	-13	6	3	98	-5	-3
Nc1nonc1-c1nc2ccccc2n1CC(=O)N/N=C/c1ccc(-c2ccccc2C(=O)O)o1	1	5	-2.5	-1	16	-1	-1	101	6	3
CC1(C(=O)N/N=C/c2ccccc2)CC1(Cl)Cl (stereo not given)	-1	-1	-1.0	7	5	-10	1	100	0	12
Cc1nn(C)c(C)c1CN(Cc1nc(-c2cc(F)ccc2F)oc1C)C1CC1	-3	-2	-1.5	1	16	-1	4	101	-4	6
CCOC(=O)C1CCCN(C(=O)Nc2c(-c3ccccc3)noc2C)C1 (stereo not given)	5	0	0.0	-2	6	6	-10	98	7	0
CCOc1cccc(N(C(=O)C2COc3ccccc3O2)C(C(=O)NC2CCCCC2)c2ccc(O)cc2)c1 (stereo not given)	-9	-10	3.6	-4	15	1	-3	94	-2	16
CCC(C)(C)NC(=O)c1ccc2c(c1)N(CC(=O)OC)C(=O)C(C)(C)O2	4	-1	-2.7	-4	-36	0	-3	95	-10	6
COc1cc(/C=C/C(=O)O)cc(S(=O)(=O)N2CCN(S(=O)(=O)c3ccc(Cl)cc3)CC2)c1OC	-11	4	-0.2	4	-16	3	-11	95	10	4
CC1CCCN(c2ccc(C(=O)NCc3ccc4c(c3)OCO4)cc2[N+](=O)[O-])C1 (stereo not given)	-1	-2	-0.7	-5	-10	-7	0	99	0	21
CC1CCc2c(sc3nc4n(c(=O)c23)CCS4)C1 (stereo not given)	-5	1	0.1	-5	-26	5	-5	102	-1	-12
COc1cc(/C=C/C(=O)OCC(=O)NC2CCS(=O)(=O)C2)ccc1O (stereo not given)	3	2	1.4	2	-15	1	-1	105	-3	10
O=C(NCc1ccncc1)[C@@H]1CCCN1C(=O)[C@H]1CCCN1C(=O)c1cccc2ccccc12	.	.	.	.	-31	1	-9	97	1	.
CCCOc1cccc(C(=O)N/N=C/c2ccoc2)c1	6	0	0.0	-8	-24	-2	-12	107	-1	-7
O=C(O)Cn1c(=O)n(Cc2ccccc2)c2ccccc21	-7	2	-1.0	2	14	4	-10	107	-12	-3
CCCCc1nnc(NC(=O)c2nc3nccc(C)n3n2)s1	11	3	-0.1	0	-18	-3	-4	100	-2	-3
COc1ccc(/C=C/c2c([N+](=O)[O-])c(=O)n(C)c(=O)n2C)cc1OC	-8	-1	2.0	0	-5	3	-5	94	-6	19
O=C(C/C=N/OCc1c(Cl)cccc1Cl)c1ccc(Cl)cc1	5	-2	-0.7	-2	-34	2	-9	96	1	5
CN(C)CCNC(=O)C1CCCNC1=O (stereo not given)	2	-1	2.1	2	-5	2	-2	93	-4	7
COc1ccc(-c2cc(C)no2)cc1S(=O)(=O)NCCc1ccco1	-3	2	-4.0	2	10	0	-2	101	1	-3

The last 2 entries of the part above are carried over, then new ones follow:
SMILES	TLR9-MyD88 block	N-glyco inh	MC4R ag barr	H9c2 protect	NCOA2 inhibitor	m5-HT2A agonist	NOD2 RIPK2 PPI	ABCB6 inh MLPCN	ABHD5-PLIN5 inh	MC4R antagonist
CN(C)CCNC(=O)C1CCCNC1=O (stereo not given)	2	-1	2.1	2	-5	2	-2	93	-4	7
COc1ccc(-c2cc(C)no2)cc1S(=O)(=O)NCCc1ccco1	-3	2	-4.0	2	10	0	-2	101	1	-3
CC(=O)Nc1cc(-c2cccnc2)cn2c(-c3ccc(F)cc3)cnc12	.	-10	42*	0	-4	2	6	87	4	12
Cc1cc(C)c(NC(=O)COC(=O)C2=COCCO2)c(Cl)c1	-8	2	0.6	-2	12	1	-5	100	5	-2
CCCCn1cnc2c(SCc3cccc(F)c3)nc(N)nc21	-4	-1	-1.7	-3	-27	-6	6	98	-2	4
COc1ccccc1-n1c(CNC(=O)c2ccco2)nnc1SCC(=O)Nc1ccc(F)cc1	-1	1	-1.1	3	13	-4	-6	90	-4	2
COc1ccc(NC(=O)C2(C)CCN2C(=O)c2ccc(C(C)(C)C)cc2)cc1OC (stereo not given)	.	-1	2.0	-25	11	14	-16	93	-5	5
Cc1ccc(NC(=O)c2ccc([N+](=O)[O-])cc2)cc1S(=O)(=O)N(C)C	6	0	-0.8	-11	-61	0	-4	101	-1	-2
CC(C)(C)OC(=O)COc1cc(O)c2c(=O)cc(-c3ccccc3)oc2c1	-7	2	-1.5	22	-26	2	11	94	2	10
O=C(Nc1c(-c2ccccc2)[nH][nH]c1=O)c1ccc2ccccc2c1	.	.	.	.	8	5	-5	.	-29	.
CC(C)OCC(O)CS(=O)Cc1ccccc1 (stereo not given)	6	1	0.4	1	-35	-4	-3	101	0	7
COc1ccc(-c2cc3nc(C4CCN(C(=O)OC(C)(C)C)CC4)c(C(=O)O)cn3n2)cc1	1	2	-1.2	8	-25	2	-3	92	2	11
COc1ccccc1-c1cc(C(F)(F)F)nc(NCc2cccs2)n1	-2	-2	-0.2	-15	7	-7	-7	104	-6	10
Cc1cccc(NC(=O)NCC2CCN(c3ccc(S(=O)(=O)N4CCOCC4)cc3)CC2)c1	-5	1	-0.9	-14	-16	-3	4	96	7	3
O=c1c2cc(F)ccc2[nH]c(=S)n1Cc1ccc(F)cc1	-4	-2	-1.7	-3	-23	3	-7	102	3	5
COc1ccc(-c2[nH]nc3c2C(c2ccoc2)C(C#N)=C(N)O3)cc1 (stereo not given)	1	-2	0.6	7	-1	0	-4	94	-11	-4
COc1ccc(C(=O)Nc2cc(C(=O)O)cc(C(=O)O)c2)cc1Cl	10	0	-4.0	-1	17	-6	2	90	-1	4
C=CCn1cnc2c(nnn2-c2ccc(C)c(Cl)c2)c1=O	2	0	0.0	6	-11	-1	-3	93	-1	-3
COC(=O)CCn1nnc(-c2ccc(C)cc2)n1	9	0	-0.8	0	-20	3	-7	101	-1	9
COc1ccc(/C=N\Nc2ccc([N+](=O)[O-])cc2[N+](=O)[O-])c(C(=O)O)c1OC	-7	1	1.3	-4	14	-1	7	100	-9	9
C[C@H]1CN([C@@H](C)CO)C(=O)CCCn2cc(nn2)CO[C@@H]1CN(C)C(=O)Nc1ccc2c(c1)OCO2	-12	2	-1.3	7	-32	-1	-4	94	5	11
O=C1NCCCN1Cc1ccc(Cl)cc1	6	5	-0.2	0	-4	0	2	98	0	8
CN(C)c1ccc(C(=O)NCCCSc2ccccc2)cc1	7	.	-4.0	-7	-2	-6	-7	96	-4	7
O=C(CCSCc1ccccc1)Nc1ccc2c(c1)OCCO2	8	1	-3.4	-3	-26	-3	-2	105	-8	18
Cc1nccn1CC(=O)N/N=C/c1ccccc1O	4	0	3.5	37	-13	-1	-5	97	7	-2
CCc1ccc(CN(C)CC(=O)Nc2ccc3c(c2)CCC3)cc1	10	0	1.3	-10	-4	-6	-2	100	-2	8
COc1ccc(-c2n(Cc3ccccc3)c3ccccc3[n+]2Cc2ccccc2)cc1	-4	4	-1.0	-10	35	-5	-1	99	-1	26
COc1ccc(CCN2C(=O)C3C4CC(C5C(C(=O)O)=NOC45)C3C2=O)cc1OC (stereo not given)	-4	1	-0.1	-2	0	7	-11	141	-1	-5
CCCCC(=O)OCCNC(=O)c1cc2ccccc2oc1=O	7	1	3.5	8	-25	13	-22	98	8	-5
CCCN1CCC(=NNc2ccc(S(=O)(=O)N3CCOCC3)cc2[N+](=O)[O-])CC1	-8	17	1.0	9	-1	17*	-15	97	14	-16
NC(c1csc(Nc2ccc(C(=O)NCCCO)cn2)n1)c1ccccc1Cl (stereo not given)	.	1	-1.1	4	14	2	4	93	1	-2
COCCCn1cc(CN2CC(N3CCCC3)CS2(=O)=O)nn1 (stereo not given)	.	.	.	.	14	6	-16	94	-3	.
O=C(Nc1cccc(Cl)c1)OC1CCCCc2cccnc21 (stereo not given)	2	-1	-0.6	5	13	-5	-4	97	-9	2
CCCCCn1c(SCC(=O)CC(=O)OCC)nc2cc(C(=O)N3CCC(C(N)=O)CC3)ccc2c1=O	-1	0	-1.5	15	-8	-1	2	93	-4	3
CC1CCCC(NC(=O)COC(=O)c2cccc(S(=O)(=O)N3CCCCC3)c2)C1C (stereo not given)	4	1	-0.5	-1	-12	3	-9	90	4	5
O=C1C[C@H](c2ccc(O)cc2)Oc2cc(O[C@@H]3O[C@H](CO)[C@@H](O)[C@H](O)[C@H]3O)cc(O[C@@H]3O[C@H](CO)[C@@H](O)[C@H](O)[C@H]3O)c21	-5	0	-0.5	5	-10	5	3	95	2	-5
Cc1ccc(S(=O)(=O)c2cc3c(=O)n4ccccc4nc3n(CCCN3CCOCC3)c2=N)cc1C	-14	-1	4.7	6	-7	-4	-8	100	0	2
CCCc1nnc2c(N(C)S(=O)(=O)c3ccccc3)nc3ccccc3n12	0	-1	2.8	-3	16	-1	-7	99	10	-4
COc1nnc(-c2ccc(N3CCCCC3)c(N)c2)c2ccccc12	10	-6	-0.7	-14	-27	4	-3	96	1	6
Cc1ccc(C(=O)N2CCN(c3ccc(Cl)cc3)CC2)cc1	12	1	-0.7	-9	22	-2	5	95	2	-1
COC(=O)c1ccc(/C=N/n2cnnc2)cc1	-5	0	-1.1	7	-34	2	-2	103	-4	17
Cn1nc(C(=O)N2CCN(S(=O)(=O)c3ccc(Cl)cc3)CC2)c2ccccc2c1=O	-5	1	0.1	-5	22	3	-6	96	-5	5
CC(=O)C1=CCC(c2ccccc2)N(S(=O)(=O)c2ccc(C)cc2)C1 (stereo not given)	.	0	.	0	18	-5	-5	97	-2	.
CC(C)CC(/C(O)=C(\C#N)c1nc2ccccc2[nH]1)N1C(=O)c2ccccc2C1=O (stereo not given)	1	-4	-2.3	12	1	-1	-2	89	-7	4
C[C@H]1CN([C@@H](C)CO)S(=O)(=O)c2ccc(Br)cc2O[C@@H]1CN(C)Cc1ccccc1	-4	-5	3.7	-11	14	-4	-1	102	-4	2
Cc1cc(C)n(-c2nc(SCCN3CCOCC3)c3c4c(sc3n2)CCCC4)n1	-3	-4	1.8	14	-2	-3	0	94	3	1
